# Assay outcomes from PubChem BioAssay.
# ERK EGF inh: inhibitors of EGF-stimulated ERK signaling pathway; HEK293-V1b, EGF-stimulated phospho-ERK AlphaScreen; Potency, µM (titrated, usually from 11.5 µM), for the others: top-dose activity change, negative = inhibition, most hits filed as inhibitors; 0.41% of 130,000 active; AID 1454; active = well fitted inhibition curve with a large enough effect; inconclusive = small, poorly fitted or top-dose-only effect, or effect the other way;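 also: plate controls were stimulated vehicle wells for no effect and unstimulated vehicle basal for full effect; nearly all actives have a fitted effect of over 55% in size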
#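 Compounds are titrated over HEK293-V1b cells kept overnight in 1% FBS. After 30 min at 37C, EGF (25 nM final) triggers ERK phosphorylation for 5 min, measured by AlphaScreen in lysates.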
# The depositor's hits bear a star; u = inconclusive; [ ] = dose if it differs, or a comment. Potency is read from the fitted curve at half-maximal effect.
ERK EGF inh,smiles
-6%,CNC(=S)N(Cc1cccs1)Cc1cc2ccc(OC)cc2[nH]c1=O
2%[57.5 µM],COc1ccc(OC)c(C(=O)Cn2nnc(-c3ccc(N4CCOCC4)cc3)n2)c1
7%,O=C(NCC1CCCO1)C(c1ccc(N2CCOCC2)cc1)N(C(=O)Cn1nnc2ccccc21)c1ccccc1F (stereo unspecified)
-7%[57.5 µM],N=c1c2c(-c3ccccc3)c(-c3ccccc3)n(Cc3ccco3)c2ncn1CCCO
4%,CCc1nnc(NC(=O)c2cc(-c3cccnc3)nc3ccccc23)s1
3%,C=CCOc1c(Br)cc(/C=N/O)cc1OCC
-8%,COc1ccc2cc(C3CC(c4cccs4)=NN3S(C)(=O)=O)c(Cl)nc2c1 (stereo unspecified)
-18%,Cc1nnc(CN(C)Cc2cn[nH]c2-c2ccc(-c3ccccc3)cc2)o1
u,O=C(Nc1cccc(-c2nnc(-c3ccccc3)o2)c1)C1CC1
4%[57.5 µM],O=C1N=C(N2CCOCC2)S/C1=C/c1cc2c(cc1[N+](=O)[O-])OCO2
3%,O=C(O)c1ccc(-c2nc(-c3cccc(C(F)(F)F)c3)cs2)cc1
6%,Cn1c(Cn2c(=O)sc3ccccc32)nnc1SCC(=O)NCC1CCCO1 (stereo unspecified)
2%[57.5 µM],O=C(O)c1csc(-c2cccc(Cl)c2)n1
16%,Cc1ccc(Cn2ncc(Cl)c(Cl)c2=O)cc1
5%[57.5 µM],O=[N+]([O-])c1ccc(SCc2c(F)cccc2Cl)nc1
-1%,COc1ccc(NC(=O)c2sc(N)nc2-c2ccccc2)cc1
9%,O=C(COc1cccc(F)c1)Oc1ccc(C(=O)c2ccccc2)cc1
3%,CC(=O)Nc1ccc(S(=O)(=O)Nc2ccc(S(=O)(=O)N3CCCC3)cc2)cc1
5%,COc1ccc(NC(=O)COC(=O)Cc2c(F)cccc2Cl)cc1OC
-2%,Nc1cccc(-c2ccc(CO)o2)c1
-5%,COc1ccc(Oc2ncc3nc(-c4ccc(Cl)cc4)c(=O)n(CCC#N)c3n2)cc1
-5%[57.5 µM],COc1ccc(CCC(=O)O)c(O)c1
-4%[57.5 µM],Cc1ccc(/C=N/NC(=O)CN2CCN(Cc3ccccc3Cl)CC2)o1
16%,c1ccc2c(-c3csc(-c4ccncc4)n3)c[nH]c2c1
3%,Cc1onc(-c2ccccc2)c1C(=O)NC(=S)NNC(=O)c1ccccc1O
1%,CC(C)CCN(C(=O)COc1ccc(C#N)cc1)c1c(N)n(Cc2ccccc2)c(=O)[nH]c1=O
25µM*,COc1ccc(C2C3(C#N)C(N)=NC(OC)(OC)C23C#N)cc1 (stereo unspecified)
-5%,CCN(CC)CCCOc1ccc(Cl)c(Cl)c1
0%,CC1Cc2ccccc2N1C(=O)COC(=O)CCc1nc2ccccc2c(=O)[nH]1 (stereo unspecified)
-6%,Cc1ccc(S(=O)(=O)Nc2cc(C(F)(F)F)ccc2N2CCOCC2)cc1C
1%,COc1ccc(-c2ccc(CCC(=O)O)n2NC(=O)c2ccc(C(C)(C)C)cc2)cc1
0%[57.5 µM],CN(C)c1ncnc(N(C)C)c1[N+](=O)[O-]
2%,COc1ccc(C2=NN3C(C2)c2ccccc2OC3c2cccs2)cc1 (stereo unspecified)
-5%[57.5 µM],C#CCOCCOCCOCCNc1nc(N2CCN(C(=O)[C@H]([C@@H](C)CC)n3cc([C@@H](N)CC(C)C)nn3)CC2)nc(N2CCN(C(=O)[C@H](Cc3cc4ccccc4[nH]3)n3cc([C@@H](N)CC(C)C)nn3)CC2)n1
2%,S=C(c1ccc(N2CCOCC2)cc1)N1CCCCC1
0%,CCCC1CCC(C(=O)Nn2c(C)nc3ccccc3c2=O)CC1 (stereo unspecified)
0%,COC(=O)Cc1csc(Nc2ccc(Cl)cc2)n1
4%,CCCCN1CCC[C@@H]1CNC(=O)c1cc(C#N)c2ccccc2c1OC
3%,Cc1ccc(C2=NN(CCC(=O)NCc3ccc4c(c3)OCO4)C(=O)CC2)cc1
-10%,O=c1c(Cc2ccc(Cl)cc2)c(O)ccn1Cc1cccs1
5%,CN1CCN(c2ccc(C(=O)c3cn(-c4ccc(F)c(Cl)c4)nn3)cc2)CC1
8%,Cc1ccc(-n2ncc3c(=O)[nH]c(SCC(=O)N4CCCC4)nc32)cc1C
-3%,COc1ccccc1N1CCN(C(=O)c2ccc3[nH]c4c(c3c2)CC(C)CC4)CC1 (stereo unspecified)
-4%[57.5 µM],CC(C)(C)OC(=O)N1CCC[C@H]1C(=O)N/N=C/c1ccc2nccnc2c1
-18%[57.5 µM],CC1CCCN(S(=O)(=O)c2ccc3c(c2)n(C)c(=O)c(=O)n3C)C1 (stereo unspecified)
3%,COc1cccc(CC(=O)Nc2nc(-c3cc(OC)ccc3OC)cs2)c1
0%,CCCCCCCCNc1nc(Cl)nc(NCc2ccco2)n1
5%,O=C(CSc1cccc2cccnc12)N/N=C/c1ccncc1
6%,Cc1cc(C)cc(OCC(=O)Nc2ccc3c(c2)OCO3)c1
1%,CC(C)c1c(O)c2c(n(-c3ccccc3)c1=O)CCCC2

# (cont.)
ERK EGF inh,smiles
9%[57.5 µM],COC(=O)c1c(NC(=O)CCC(=O)O)sc(Cc2ccccc2)c1C
1%,O=[N+]([O-])c1ccccc1/C=N/Nc1nc(N2CCCC2)nc(N2CCCC2)n1
-15%[57.5 µM],COc1ccccc1C(=O)NN1C(=O)/C(=C/c2cccn2C)SC1=S
3%,CC(=O)c1cccc(NC(=S)N2CCC(Cc3ccccc3)CC2)c1
4%,Cc1ccc(Cn2cc(S(=O)(=O)c3ccc(Cl)cc3)c(=O)c3cc(F)ccc32)cc1
7%[57.5 µM],CC1CC2OC(=O)C3(C)CCCC(C)(C23)C1(O)CCc1ccoc1 (stereo unspecified)
u,COc1ccccc1OCCn1cc(/C=N/NC(=O)c2ccncc2)c2ccccc21
9%,COc1ccc(NC(=O)CCCCC#Cc2ccccc2)cc1
7%,COC(=O)[C@@]1(Cc2ccc(OC)cc2)[C@H]2c3cc(C(=O)N(C)C)n(C)c3C[C@H]2CN1C(=O)c1ccccc1
7%[57.5 µM],COc1ccccc1/C=N/Nc1cc(C)nc(N2CCOCC2)n1

# 3 entries from above, as labelled records.
COc1ccccc1OCCn1cc(/C=N/NC(=O)c2ccncc2)c2ccccc21
  ERK EGF inh: u

COc1ccccc1C(=O)NN1C(=O)/C(=C/c2cccn2C)SC1=S
  ERK EGF inh: -15%[57.5 µM]

CC1CC2OC(=O)C3(C)CCCC(C)(C23)C1(O)CCc1ccoc1 (stereo unspecified)
  ERK EGF inh: 7%[57.5 µM]

# (cont.)
ERK EGF inh,smiles
-6%[57.5 µM],O=C(COc1ccccc1)NCC(=O)N/N=C/c1ccc(O)cc1O
4%[57.5 µM],Cn1nc(C(=O)N2CCN(C(c3ccccc3)c3ccccc3)CC2)c2ccccc2c1=O
-5%,CC(NC(=O)COC(=O)Cn1cnc2ccccc2c1=O)C1CC2CCC1C2 (stereo unspecified)
u,COc1ccc(OC)c(-c2nc3cc4ccccc4cc3nc2-c2ccccc2)c1
-3%,Cc1ccc(-n2c(SCC(=O)N/N=C/C=C/c3ccccc3[N+](=O)[O-])nc3ccccc3c2=O)cc1
9%,O=C(OCn1nnc2ccccc2c1=O)c1cc(-c2ccccc2)nc2ccccc12
5%,N#Cc1ccccc1OCC(=O)NCC1(N2CCCCC2)CCCCC1
u,Cc1cc(NC(=O)CO/N=C/c2ccc3c(c2)OCO3)ccc1Br
-8%,CCCC(c1nnnn1Cc1ccc(F)cc1)N1CCN(C)CC1 (stereo unspecified)
2%,Cc1ccc(NC(=O)Cc2ccc([N+](=O)[O-])cc2)c(Br)c1
-2%,CCN1CCN(CCCN(Cc2ccco2)C(=S)Nc2cccc(Cl)c2C)CC1
4%,CCN(Cc1ccccc1)C(=O)/C=C/c1ccccc1[N+](=O)[O-]
10%[57.5 µM],CC(=O)OCCn1c2nc(=O)[nH]c(=O)c-2nc2cc(C)c(C)cc21
-5%,CSc1nn(-c2ccc(C(=O)OC(C(=O)NC(N)=O)C(C)C)cc2)c(=S)s1 (stereo unspecified)
10%[57.5 µM],COc1ccc(C2CC(c3ccc(F)cc3)n3nc(NS(C)(=O)=O)nc3N2)cc1 (stereo unspecified)
5%,COc1cc(/C=N/NC(=O)CCC(=O)NC2CCCCC2)ccc1C
-5%[57.5 µM],CCOc1ccsc1C(=O)OC
7%,COc1cc(/C=N/N2C(C)CCCC2C)cc(Br)c1O (stereo unspecified)
0%[57.5 µM],Cn1nc(C(F)(F)F)c(-c2ccc(Br)cc2)c1NC(=O)c1ccco1
-7%,COCC(C)NC(=O)CSc1nnc(-c2cccc(S(=O)(=O)N3CCCCC3)c2)o1 (stereo unspecified)
9%,COc1cccc(-c2nnc(-c3ccc(C)o3)o2)c1
0%,COc1ccc(N(C(=O)CNC(=O)c2ccco2)C(C(=O)NC2CCCC2)c2ccncc2)cc1 (stereo unspecified)
u,COC(=O)c1cc(-c2ccc(OC)c(OC)c2)on1
13%[57.5 µM],COc1ccc(NC(=O)/C(=C/c2cccs2)NC(=O)c2ccco2)cc1
9%[57.5 µM],O=C(CSCc1ccccc1)Nc1ccccc1C(=O)Nc1ccc(C(=O)O)cc1
-5%,CN1CCN(S(=O)(=O)c2cccc(C(=O)NCc3ccc(Cl)cc3)c2)CC1
-4%,CSc1nnc(SC)nn1
4%[57.5 µM],CN(C)S(=O)(=O)c1ccc(C(=O)OCC(=O)Nc2ccc(OC(F)F)cc2)cc1
-11%,CC(=O)C1=C(c2ccccc2)NC(=O)NC1c1ccc(O)c(O)c1 (stereo unspecified)
-23%[57.5 µM],CCCCCC(=O)N1CC2(CC(c3cccc(NC(=O)[C@@H]4CCC(=O)N4)c3)=NO2)C[C@@H]1C(N)=O (stereo partly specified)

# 3 of the entries above in order of the ERK EGF inh value, smallest number first.
ERK EGF inh,smiles
-11%,CC(=O)C1=C(c2ccccc2)NC(=O)NC1c1ccc(O)c(O)c1 (stereo unspecified)
-4%,CSc1nnc(SC)nn1
9%,COc1cccc(-c2nnc(-c3ccc(C)o3)o2)c1

# Further structures:
ERK EGF inh,smiles
5%[57.5 µM],CCCc1nc2oc3c(NCC(C)O)ncnc3c2c2c1CCCC2 (stereo unspecified)
-3%[57.5 µM],Cc1ccc(NC(=O)CN(C)C(=O)c2nn(C)c(=O)c3ccccc23)cc1
13%[57.5 µM],CC(C)NC(=O)Nc1n[nH]c(Nc2ccc(Cl)cc2)n1
3%[57.5 µM],COc1cccc(N2C(=O)CC(N3CCc4ccccc4C3)C2=O)c1 (stereo unspecified)
4%,CC(C)CN(CC(C)C)C(=O)C12CCC(C)(C(=O)O1)C2(C)C (stereo unspecified)
u,O=[N+]([O-])c1ccc(N2CCCCC2)cc1NCCOc1ccccc1
-5%[57.5 µM],CCOCC(=O)Nc1cc(S(=O)(=O)N2CCOCC2)ccc1N1CCCCC1
4%,CC(OC(=O)c1cccnc1)C(=O)Nc1ccc2c(c1)OCO2 (stereo unspecified)
7%,CS(=O)(=O)N(Cc1ccccc1)c1ccc(C(=O)Nc2ccccc2Sc2ccccc2)cc1
-6%[57.5 µM],CCCn1ncc(CN2CCN(Cc3ccc(C)o3)C(CCO)C2)c1C (stereo unspecified)
11%[57.5 µM],COC(=O)c1cc(-c2c(C)oc3cc(OC)ccc3c2=O)c(C)o1
-3%,CC1=CC(C)(C)Nc2ccc(OC(=O)CCN3C(=O)c4ccccc4C3=O)cc21
4%,CCN(CC)S(=O)(=O)c1cccc(C(=O)Nc2cc3oc4ccccc4c3cc2OC)c1
3%,COc1cccc(/C=N/NC(=O)c2ccc(=O)n(C)c2)c1O
-7%,CCOC(=O)c1cn(-c2ccccc2)nc1-c1cccnc1
6%,OC(COCC1COc2ccccc2O1)CN1CCN(c2ccc(F)cc2)CC1 (stereo unspecified)
8%,COc1ccccc1NS(=O)(=O)c1cc(NC(=O)c2sccc2C)ccc1N1CCCC1
-1%,COc1cc(NC(=O)CN2C(=O)NC(C)(c3ccccc3)C2=O)c(C)cc1[N+](=O)[O-] (stereo unspecified)
-6%,CCSc1nnc(NC(=O)NC(C)(C(F)(F)F)C(F)(F)F)s1
u,CC1C/C(=C/c2ccncc2)C(=O)/C(=C/c2ccncc2)C1 (stereo unspecified)

# Next part (six carried over from the part before).
ERK EGF inh,smiles
-7%,CCOC(=O)c1cn(-c2ccccc2)nc1-c1cccnc1
6%,OC(COCC1COc2ccccc2O1)CN1CCN(c2ccc(F)cc2)CC1 (stereo unspecified)
8%,COc1ccccc1NS(=O)(=O)c1cc(NC(=O)c2sccc2C)ccc1N1CCCC1
-1%,COc1cc(NC(=O)CN2C(=O)NC(C)(c3ccccc3)C2=O)c(C)cc1[N+](=O)[O-] (stereo unspecified)
-6%,CCSc1nnc(NC(=O)NC(C)(C(F)(F)F)C(F)(F)F)s1
u,CC1C/C(=C/c2ccncc2)C(=O)/C(=C/c2ccncc2)C1 (stereo unspecified)
-7%,C=C(C)CSc1nc2ccccc2[nH]1
-4%,O=C(N/N=C/c1ccccc1)c1[nH]c2ccc(Br)cc2c1-c1ccccc1
-6%,CCN1C(=O)c2ccccc2Sc2ccc(C(=O)NCCCN3CCOCC3)cc21
-9%,COc1ccc(NC(=O)Nc2cccc(F)c2)c(OC)c1
-8%,CC(C)C[C@@H](NC(=O)OCC1c2ccccc2-c2ccccc21)C(=O)O
13%[25.7 µM],C[C@H](C(=O)O)c1cccc(Oc2ccccc2)c1
1%,O=C(NN=C(Cc1ccccc1)Cc1ccccc1)c1ccc(F)cc1
1%,CC(=O)Nc1ccc(S(=O)(=O)NC2(C(F)(F)F)C(=O)Nc3c2c(=O)[nH]c(=O)n3Cc2ccccc2)cc1 (stereo unspecified)
5%,CCN(Cc1ccccc1)S(=O)(=O)c1ccc2c(c1)NC(=O)CC(=O)N2

# Some of the compounds tested. The share of hits here may be higher or lower than overall.
